NPYLR7 ag: activates Aedes aegypti NPYLR7 receptor; HEK293T NPYLR7/Galpha15, GCaMP6s calcium fluorescence; actives 0.15% (n = 270,000); activation, % at 10 µM; in the data active = activation above about 40%;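 also: 0% = vehicle and 100% = reference agonist at the receptor; some compounds past the cut are filed as inactive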
hcGAS lum: blocks human cGAS activity; recombinant h-cGAS, ATP depletion, Kinase-Glo luminescence; inhibition, % at 12.5 µM; actives 0.081% (n = 290,000);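 also: 0% = vehicle reaction and 100% = reaction without DNA for no activity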
Target sequence (Q8N884 whole entry, looked up): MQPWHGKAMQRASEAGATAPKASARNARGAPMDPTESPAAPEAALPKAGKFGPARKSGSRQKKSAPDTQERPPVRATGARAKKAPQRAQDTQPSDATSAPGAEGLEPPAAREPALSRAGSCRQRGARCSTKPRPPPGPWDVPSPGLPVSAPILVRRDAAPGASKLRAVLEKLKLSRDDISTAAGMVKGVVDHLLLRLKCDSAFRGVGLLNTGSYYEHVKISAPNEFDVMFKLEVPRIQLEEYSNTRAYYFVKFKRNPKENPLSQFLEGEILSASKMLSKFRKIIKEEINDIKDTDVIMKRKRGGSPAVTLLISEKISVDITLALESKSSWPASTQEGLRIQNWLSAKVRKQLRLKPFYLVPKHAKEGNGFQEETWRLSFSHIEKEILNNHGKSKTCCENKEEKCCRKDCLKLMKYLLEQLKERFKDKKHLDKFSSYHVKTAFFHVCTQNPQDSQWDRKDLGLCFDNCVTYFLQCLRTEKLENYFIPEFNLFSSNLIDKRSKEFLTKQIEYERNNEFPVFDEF
mcGAS inh: inhibitors of mouse cGAS | AID 1259399 | inhibition, % at 12.5 µM | Q8C6L5 | recombinant cGAS, Kinase-Glo ATP depletion luminescence | actives 0.15% (n = 160,000);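 also: 0% = negative control wells and 100% = reference inhibitor with no enzyme activity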
* hit, by the source's call; x = no result given. Rule as the data show it, unless noted: active = inhibition above about 40%; inactive = the rest.

SMILES	NPYLR7 ag	hcGAS lum	mcGAS inh
O=C(N[C@H]1CCCCNC1=O)c1ccc(N2CCC(NC[C@H]3CCc4ccccc4O3)CC2)cc1	14	-7	-9
Cc1ccc(N(C(=O)C2CCCN(C(=O)C3CC3)C2)C2CCCCC2)nc1 (centres undefined)	2	2	x
CC1CN(c2cc(Oc3cccc(F)c3)ncn2)CCN1C(=O)COc1ccccc1 (centres undefined)	11	-3	-6
CCOC(=O)C(C)(C)n1cc(N)cn1	15	-2	x
O=C(NCc1cc(F)ccc1C(F)(F)F)c1c(OCc2cccnc2)nn2ccsc12	29	-8	x
C=CCn1nnc(NC(=O)c2cccc(C)c2)n1	-1	1	x
CCOC(=O)C(Cc1ccc(Cl)cc1)NC(=O)c1c(C)oc(C)c1-c1ccc(C)cc1 (centres undefined)	-1	2	-1
COCCNC(=O)CSc1nnc(-c2cc3c(s2)CCC(C(C)(C)C)C3)n1C (centres undefined)	0	4	x
O=C(O)c1ccccc1C(=O)N1CCC2(CC1)OCc1cc(-c3ccc(C(F)(F)F)cc3)ccc1O2	8	-3	-4
O=C(N=Nc1c(O)[nH]c2ccc(Br)cc12)c1ccccn1	-5	-9	x
COC(=O)c1c2c(nc3c1c(-c1ccco1)nn3C1CCS(=O)(=O)C1)CCC2 (centres undefined)	10	-12	x
CC(=O)Nc1cccc(-c2nc3ccc(C)cc3o2)c1	x	-7	-11
COc1cccc(CCNC(=O)c2cc(N3CCN(c4cccc(C(F)(F)F)c4)CC3)nc3ccccc23)c1	5	-3	-5
CCn1cc(CN(Cc2coc3ccccc3c2=O)CC(C)C)cn1	x	-8	-12
COc1cccc2cc(-c3nc4ccccc4[nH]3)c(=Nc3ccc(-c4ccccc4)cc3)oc12	1	-2	x
C=c1cc(C)n(CC(=O)Nc2ccc(C)cc2C)c(=O)c1=C1N=C(c2ccc(F)cc2)NO1	3	-3	-8
O=C(c1cncc(Br)c1)N1CCN(c2nccc(-c3cccc(C(F)(F)F)c3)n2)CC1	8	6	3
CC(Sc1nc2ccccc2o1)C(=O)c1c[nH]c2ccccc12 (centres undefined)	7	-3	x
CC(C)COCC1CC2(CC(C)(c3csc(N)n3)OC2=O)C(=O)O1 (centres undefined)	8	-1	-6
COc1ncc(-c2nccn2CCc2nc(C)cc(C(F)(F)F)n2)cn1	-1	-6	0
CCOC(=O)C1CCN(S(=O)(=O)c2cccc(-c3cn4cccnc4n3)c2)CC1	-3	-9	-6
O=C(CCc1csc(NC(=O)c2ccc[nH]c2=O)n1)Nc1nccs1	-11	-7	-16
Cc1ccc(S(=O)(=O)N2CCOC(C)C2)c2cccnc12 (centres undefined)	6	-7	x
Cc1ccc(C(=O)NNC(=O)c2csc(N3CCOCC3)n2)c(C)c1	26	-12	x
OCc1ccccc1-c1ccc(-c2nc(CCc3ccccc3)no2)cn1	-9	-3	-4
Cc1c(C(=O)N2CCN(C(=O)C(C)(C)C)CC2)cc(-c2ccc(F)cc2)n1-c1ccccc1	-3	-3	-6
Cc1cccc(CO[C@]2(C(=O)NCCN3CCCC3)CC(OCc3c(F)cccc3F)[C@@H]3OC(C)(C)O[C@@H]3C2)c1 (some centres undefined)	25	-3	-3
Cc1cccc(OCc2nc(CN(CCN3CCOCC3)C(=O)c3ccc(F)cc3)cs2)c1C	-7	-6	-10
COc1cc2c(cc1OC)C(c1c(F)cccc1Cl)N(C(=O)Nc1cccc(C#N)c1)CC2 (centres undefined)	24	-2	-6
C=CCNc1nc2c(c(=O)[nH]c(=O)n2C)n1Cc1ccccc1C	-9	4	x
O=C(O)c1ccc(NS(=O)(=O)c2ccc(Cl)nc2Cl)cc1	12	-10	-16
CC(C)N(CCC(=O)NC(Cc1ccccc1)c1ccccc1)c1nc(Cc2ccccc2)ns1 (centres undefined)	15	-8	-6
O=Cc1cc(-c2ccccc2)[nH]c1-c1ccccc1	3	-6	x
CCc1ccc(C(=O)Nc2c(F)cccc2N2CCCC2)o1	10	-8	x
CCC1=NOC(Cn2cnc(-c3ccccc3)c2-c2ccco2)C1 (centres undefined)	20	-10	x
COc1cccc(NC(=O)NC(Cc2ccccc2)C(=O)Nc2nnc(-c3ccccc3)s2)c1 (centres undefined)	24	-9	-3
CC(=O)c1ccc(Oc2cc(C)nc(SCc3cccc([N+](=O)[O-])c3)n2)cc1	-9	-2	-3
O=C(N[C@@H]1CCC[C@H]1OCc1ccccc1)c1cn[nH]n1	-11	-4	-4
CC(NC(=O)N(C1CC1)C(C)c1cccnc1)c1ccccc1 (centres undefined)	4	-14	x
O=C(CCl)Nc1ccc(F)cc1F	-6	-4	5
Cc1c(CN2CCN(c3ncccn3)CC2)noc1-c1ccc(F)cc1	13	-6	x
COc1ccccc1-c1ccc(C(=O)N2CC[C@H](CO)[C@@H](O)C2)cc1	-3	1	x
CN(CC(O)CO)C(=O)CCC(=O)NC1CCCCCCC1 (centres undefined)	2	-7	x
CCc1nc(-c2ccc3c(c2)CCCC(=O)N3)cs1	-1	-10	-7
Cc1ccc(F)cc1NS(=O)(=O)c1c(C)nn(C)c1C	-7	0	-4
O=S(=O)(NC1Cc2ccccc2C1N1CCCCCCC1)c1ccccc1 (centres undefined)	-1	-2	x
O=C(CCCCC1CCSS1)NCCCOc1cccc([N+](=O)[O-])c1 (centres undefined)	-14	-5	-5
CC1CCCC(NC(=O)C2(C)CCCO2)C1 (centres undefined)	2	-6	x
CS(=O)(=O)CCSc1cc2c(cc1Cl)OCCO2	12	-5	x
CC(Oc1ccccc1)C(=O)N1CCC(c2nc(-c3ccc(C(F)(F)F)cc3)no2)CC1 (centres undefined)	x	-12	-7
O=S(=O)(NC1CC1c1ccc(F)cc1)c1cnn(-c2ccccc2)c1 (centres undefined)	8	-6	x
Cc1ccc(NC(=O)NCCNc2cc(N3CCOCC3)nc(C)n2)c(Cl)c1	-1	-2	x
CC1(C(=O)NS(=O)(=O)Cc2cccc(Cl)c2)CCN1C(=O)c1ccco1 (centres undefined)	0	-6	x
O=C1C(=O)N(C2CCCC2)C(=O)N1CN1CCCC1c1nc2ccccc2s1 (centres undefined)	5	-6	x
O=c1nc2c3ccc(F)cc3ncn2nc1-c1ccc(F)cc1	-1	-8	-12
CCn1cc(CN(C(=O)C2CNCCO2)C(C)C)cn1 (centres undefined)	-11	-6	x
CCc1nsc(SCc2cnn(C)c2)n1	2	-5	x
Cc1cccc(Cc2nc3c(c(N4CCOCC4)n2)CN(C(=O)NC24CC5CC(CC(C5)C2)C4)CC3)c1	0	-11	-7
COc1ccc(NC(=O)N(Cc2ccc(OC)c(OS(=O)(=O)c3cccc(C(F)(F)F)c3)c2)CC(C)C)c(OC)c1	3	1	-3
CCCn1nnc(NCc2ccc(C)cc2)n1	1	-3	x

Of the compounds above, these contain a furan ring, fused or not.
SMILES	NPYLR7 ag	hcGAS lum	mcGAS inh
CCOC(=O)C(Cc1ccc(Cl)cc1)NC(=O)c1c(C)oc(C)c1-c1ccc(C)cc1 (centres undefined)	-1	2	-1
COC(=O)c1c2c(nc3c1c(-c1ccco1)nn3C1CCS(=O)(=O)C1)CCC2 (centres undefined)	10	-12	x
CCc1ccc(C(=O)Nc2c(F)cccc2N2CCCC2)o1	10	-8	x
CCC1=NOC(Cn2cnc(-c3ccccc3)c2-c2ccco2)C1 (centres undefined)	20	-10	x
CC1(C(=O)NS(=O)(=O)Cc2cccc(Cl)c2)CCN1C(=O)c1ccco1 (centres undefined)	0	-6	x

(cont.)
SMILES	NPYLR7 ag	hcGAS lum	mcGAS inh
Cc1nc(NC(=O)c2ccc([N+](=O)[O-])cc2)sc1C	6	2	2
CC1CCN(Cc2nnnn2CCCC(=O)NC(C)c2cnn(C)c2)CC1 (centres undefined)	1	-3	x
CC(C(=O)N1CCOC2(CCCC2)C1)n1cc(Cl)cn1 (centres undefined)	x	3	1
COc1cc(C2=N/C(=C\C(C)=C\c3ccccc3)C(=O)O2)cc(OC)c1OC	0	-3	x
O=C(Nc1nnc(-c2cccc(Cl)c2)s1)C1CCCN1C(=O)Nc1ccc(C(F)(F)F)cc1 (centres undefined)	14	-5	-7
Cc1ccnc(SCc2cc(=O)c(OC(=O)c3ccc(F)c(F)c3)co2)n1	-17	-4	-4
Cc1cccc(CO[C@]2(C(=O)NCCN3CCOCC3)CC(OCc3ccc(F)cc3)[C@H](O)[C@H](O)C2)c1 (some centres undefined)	4	-4	-6
CN(c1cc(-c2ccccc2)nc(SCc2cccc(C(=O)O)c2)n1)C1CCCCC1	7	2	-3
Cc1cccnc1[C@H](C)NC(=O)C1(S(=O)(=O)c2ccccc2)CC1	0	-4	-16
CCOCCn1c(CN2CCC(C)CC2)nc2c1c(=O)n(C)c(=O)n2C	1	-4	-6
CCn1c(C(=O)N2CCN(C(=O)Cc3cccs3)C(C)C2)cc2ccsc21 (centres undefined)	9	-6	-5
CCn1c(=O)c(C(=O)NCCCOC)nn(-c2ccc(Cl)cc2)c1=O	11	-9	-7
CCC(C)N(Cc1cccc(C(F)(F)F)c1)Cc1nc(C(=O)O)co1 (centres undefined)	-5	3	1
COc1ccc(-c2nc3ccccn3c2NC(=O)C2CCC2)cc1	-4	1	-4
O=C1c2ccccc2C(=O)C1(c1ccccc1)C(C[N+](=O)[O-])c1ccc2c(c1)OCO2 (centres undefined)	6	-7	-1

Some of the entries above, set out differently:
Every second line gives: NPYLR7 ag	hcGAS lum	mcGAS inh
> CC1CCN(Cc2nnnn2CCCC(=O)NC(C)c2cnn(C)c2)CC1 (centres undefined)
  1	-3	x
> CC(C(=O)N1CCOC2(CCCC2)C1)n1cc(Cl)cn1 (centres undefined)
  x	3	1
> COc1cc(C2=N/C(=C\C(C)=C\c3ccccc3)C(=O)O2)cc(OC)c1OC
  0	-3	x
> O=C(Nc1nnc(-c2cccc(Cl)c2)s1)C1CCCN1C(=O)Nc1ccc(C(F)(F)F)cc1 (centres undefined)
  14	-5	-7

(more compounds)
SMILES	NPYLR7 ag	hcGAS lum	mcGAS inh
Cn1c(SCC(=O)N2CCOCC2)nnc1-c1ccc(=O)n(C)c1	4	-12	x
COc1ccc(CCN(C)C(=O)c2cc(-c3ccccc3OC)nc3cc(-c4ccc(Cl)cc4)nn23)cc1OC	19	-3	-6
Cc1cc2c(n1-c1ccc(S(=O)(=O)N(C)C)cc1)CC(C)(C)CC2=O	3	-8	x
CCOC(=O)CCC(=O)N1CCN(c2cc(Oc3ccc(F)cc3F)ncn2)CC1	2	-6	-6
Cc1ccc(NC2CCCN(C(=O)c3cc(Cl)c[nH]c3=O)C2)cc1C (centres undefined)	-5	-8	x
Fc1ccc(Cn2c(C3C4CCCCC43)n[nH]c2=S)cc1 (centres undefined)	-5	-11	-2
CCOC(=O)c1ccc2c(c1)sc(=NC(=O)c1ccn(CC)n1)n2CCSC	-3	0	x
COc1cc(Br)c(S(=O)(=O)Nc2cc(Cl)ccc2F)cc1OC	4	-2	x
O=C(NCCc1cnn(-c2ccccc2)c1)C1CCC(=O)N(Cc2ccccn2)C1 (centres undefined)	4	5	x
CCOC(=O)c1nn(-c2ccccc2C)c(=O)cc1NC(=O)c1ccc(C(C)(C)C)cc1	x	-1	-7
CCOc1ccc(-c2nc(Cn3nnc(C(=O)Nc4ccccc4OC)c3C)c(C)o2)cc1	0	-4	-6
O=C(c1ccco1)N1CCN(C(=O)c2cc(F)ccc2C(F)(F)F)CC1	-7	-2	x
Cc1c(C(=O)NCc2cnn(Cc3ccccc3)c2)cnc2ccnn12	9	-3	x
O=C(CSc1nc2c(c(=O)n1CCc1ccccc1)SCC2)N1CCCc2ccccc21	-13	-3	-5
COc1ccccc1-n1c(SCc2ccc(C(=O)N3CCN(c4ccccc4F)CC3)cc2)nnc1-c1ccco1	-4	-5	-3
CC1CCC2(CC1)OCC(C(=O)NCc1ccco1)N2C(=O)c1ccccc1F (centres undefined)	-7	-6	-7
Cc1ccc(-n2nnc3c(=O)n(C/C=C/c4ccccc4)cnc32)cc1	0	6	x
CC1CCc2ccccc2N1CCC(=O)Nc1cccc(Cl)c1-n1cncn1 (centres undefined)	11	-4	x
O=c1[nH]c2ccccc2cc1CN1CCc2c([nH]c3ccccc23)C1	x	6	4
C=C1C=CC(=O)C(NNc2ccccc2)=N1	1	-52	-22
O=C(NCc1ccccc1F)NCC1COc2ccccc2O1 (centres undefined)	-6	0	x
CCN(CC(=O)Nc1cccc2nsnc12)c1ccccc1C	8	-11	x
O=C(c1cccc(F)c1)N1CCCC(OCc2cccc(Cl)c2)C1 (centres undefined)	-3	-3	-5
COc1ccc(-c2ncn(CC(=O)NN)c2[N+](=O)[O-])cc1	-3	-3	-5
CSC(C)C(=O)Nc1nc(-c2ccccc2)c(-c2ccccc2)o1 (centres undefined)	-1	-3	x
CCN(CC)C(=O)c1ccc(Cl)c(NC(=O)c2csnn2)c1	8	-2	x
Cc1cccc2sc(N(Cc3ccccc3)C(=O)CSc3nncs3)nc12	1	-7	-6
O=C(c1n[nH]c2ccccc12)N1CC[C@@H](c2ccc(F)cc2)[C@H](O)C1	-3	2	x
CSc1ncccc1C(=O)N1CCN([C@H]2C[C@H]3C[C@@H](c4ccccc4)OC[C@@]3(C)C2)CC1	8	-6	-6
O=C(Nc1sc2c(c1C(=O)Nc1ccccc1)CCCC2)c1ccc(F)cc1	3	-3	-7
NC(=O)C1CCN(C(=O)c2ccc3c(c2)[nH]c(=S)n2c4ccccc4nc32)CC1	3	-1	x
CCOc1ccccc1-n1nnc(C(=O)OCc2cc(C)ccc2C)c1C	x	-2	0

Entries of single compounds, looked up by structure. Values in the order: NPYLR7 ag, hcGAS lum, mcGAS inh
O=C(NCCc1cnn(-c2ccccc2)c1)C1CCC(=O)N(Cc2ccccn2)C1 (centres undefined) across the screens: 4, 5, x
CC1CCN(Cc2nnnn2CCCC(=O)NC(C)c2cnn(C)c2)CC1 (centres undefined) across the screens: 1, -3, x
CC(C)N(CCC(=O)NC(Cc1ccccc1)c1ccccc1)c1nc(Cc2ccccc2)ns1 (centres undefined) across the screens: 15, -8, -6
CCC(C)N(Cc1cccc(C(F)(F)F)c1)Cc1nc(C(=O)O)co1 (centres undefined) across the screens: -5, 3, 1
COc1cccc(CCNC(=O)c2cc(N3CCN(c4cccc(C(F)(F)F)c4)CC3)nc3ccccc23)c1 across the screens: 5, -3, -5

Bioassay records (PubChem)
